# AHR act – AHR activators, primary screen, cell-based, luminescence, luciferase reporter, human; Aryl hydrocarbon receptor (Homo sapiens), P35869; AHR-responsive luciferase reporter cells; 2.5% of 320,000 active; activation, % at 5 µM; in the data active = activation above about 47%;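 note: 0% = vehicle wells and 100% = reference agonist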
# Target sequence (P35869 whole entry, looked up): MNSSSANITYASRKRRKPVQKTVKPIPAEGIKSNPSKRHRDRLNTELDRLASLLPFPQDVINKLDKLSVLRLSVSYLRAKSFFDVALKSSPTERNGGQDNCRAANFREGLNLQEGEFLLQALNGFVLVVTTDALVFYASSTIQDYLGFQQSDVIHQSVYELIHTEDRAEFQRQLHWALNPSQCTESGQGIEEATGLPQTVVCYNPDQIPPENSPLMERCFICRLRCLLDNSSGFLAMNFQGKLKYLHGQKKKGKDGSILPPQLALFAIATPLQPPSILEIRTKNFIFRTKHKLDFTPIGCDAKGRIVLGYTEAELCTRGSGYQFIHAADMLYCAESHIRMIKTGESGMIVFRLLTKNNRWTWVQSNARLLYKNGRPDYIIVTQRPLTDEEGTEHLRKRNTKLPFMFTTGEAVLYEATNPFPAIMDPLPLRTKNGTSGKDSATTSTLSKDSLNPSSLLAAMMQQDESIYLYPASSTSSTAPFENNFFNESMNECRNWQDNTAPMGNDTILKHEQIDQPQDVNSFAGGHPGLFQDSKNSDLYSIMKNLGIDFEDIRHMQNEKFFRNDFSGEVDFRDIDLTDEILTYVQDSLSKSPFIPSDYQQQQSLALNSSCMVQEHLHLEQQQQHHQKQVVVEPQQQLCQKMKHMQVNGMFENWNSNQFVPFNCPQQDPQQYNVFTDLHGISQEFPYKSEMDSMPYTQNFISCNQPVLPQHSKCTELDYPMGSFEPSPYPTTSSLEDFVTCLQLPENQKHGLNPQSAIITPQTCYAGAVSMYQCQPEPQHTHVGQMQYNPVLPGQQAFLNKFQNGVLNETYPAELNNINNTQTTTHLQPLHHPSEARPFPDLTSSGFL
# PAFAH1B2 FP inh – PAFAH1B2 enzyme inhibitors, primary screen, biochemical, fluorescence polarization, human. Platelet-activating factor acetylhydrolase IB subunit alpha2 (Homo sapiens), P68402. recombinant PAFAH1B2, FP-rhodamine activity probe. inhibition, % at 3.39 µM. 1.2% of 340,000 active;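 active = inhibition above the mean of all tested compounds plus 3 SD, cut at about 24% in these data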;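 note: 0% = enzyme with DMSO and 100% = wells lacking PAFAH1B2; many of its hits are not listed in these tables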
# MCL1 BIM primary – inhibitors of MCL1 binding to BIM-BH3, primary screen, biochemical, fluorescence polarization; 0.68% of 320,000 active; Induced myeloid leukemia cell differentiation protein Mcl-1 (Homo sapiens), Q07820; GST-MCL1 / FITC-Bim-BH3 fluorescence polarization; inhibition, % at 10.9 µM;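 active = inhibition above the mean inhibition of all tested compounds plus 3 SD, set per campaign, cut at about 40% in these data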;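 note: 0% = DMSO wells and 100% = unlabeled Bim-BH3 peptide control; higher means more loss of mP so more displacement of Bim peptide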
# pPAFAH FP inh – pPAFAH enzyme inhibitors, primary screen, biochemical, fluorescence polarization, human | Platelet-activating factor acetylhydrolase (Homo sapiens), Q13093 | recombinant pPAFAH, FP-rhodamine probe fluorescence polarization | inhibition, % at 3.39 µM | 1.5% of 330,000 active | AID 463082, 2010;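 active = inhibition above the mean inhibition across the screen plus 3 SD, cut at about 25% in these data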;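 note: inhibitors block binding of the rhodamine activity-based probe so polarization drops; 0% = enzyme with DMSO and 100% = wells lacking pPAFAH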
# Fam108B counter – mouse Fam108B serine hydrolase inhibitors, primary screen, counter-screen for RBBP9 inhibitor project, biochemical, fluorescence polarization; AID 1947, 2009; inhibition, % at 9.51 µM; 0.33% of 300,000 active; recombinant Fam108B, FP-Rh probe fluorescence polarization;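 active = inhibition above the screen mean inhibition plus 3 SD, computed separately per campaign, cut at about 18% in these data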;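 note: inhibitors lower polarization as less probe binds the enzyme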
# PME-1 primary – PME-1 inhibitors via competitive probe labeling, primary screen, biochemical, fluorescence polarization, FP-Rh probe, HTS | inhibition, % at 5.9 µM | 0.53% of 320,000 active | recombinant PME-1 | Protein phosphatase methylesterase 1 (Homo sapiens), Q9Y570 | AID 2130, 2009;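 active = inhibition above the campaign mean of all compounds plus 3 SD, cut at about 26% in these data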;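 note: competitive labeling of PME-1 active site by serine hydrolase directed probe; 0% = PME-1 with DMSO and 100% = wells lacking PME-1 enzyme; inhibitors block probe labeling so polarization falls and inhibition rises; many of its hits are not listed in these tables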
# MEX-5 binding – MEX-5 zinc finger RNA-binding disruptors – biochemical, C. elegans, fluorescence polarization, MLPCN library, primary screen; Zinc finger protein mex-5 (Caenorhabditis elegans), Q9XUB2; MEX-5/FITC-TCR2 RNA binding; active compounds read low; activity score (negative = inhibition of binding), % at 10 µM; 0.38% of 300,000 active;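 active = inhibition past about -25% in most replicates, and total fluorescence under double the plate's negative control median, limit read from the data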;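 note: 0% = DMSO and -100% = 5 µM competing unlabeled TCR2 RNA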
# GLD-1 TGE inh – GLD-1/TGE RNA complex disruptors, primary screen, biochemical, fluorescence polarization; AID 2280, 2010; 0.44% of 320,000 active; inhibition, % at 5.96 µM; purified GLD-1 + fluorescein TGE RNA;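 active = percent inhibition above a per-plate cutoff, the plate mean of test compounds plus 3 SD, cut at about 30% in these data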;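 note: 0% = DMSO wells with GLD-1 and probe and 100% = wells lacking GLD-1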
# BCLXL inh – inhibitors of human Bcl-xL, primary screen, biochemical, fluorescence polarization, HTS. Bcl-2-like protein 1 (Homo sapiens), Q07817. GST-Bcl-xL / FITC-Bim BH3 peptide fluorescence polarization. inhibition, % at 10.9 µM. 0.7% of 320,000 active;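 active = inhibition above the mean of all tested compounds plus 3 SD, cutoff set per campaign, cut at about 30% in these data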;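 note: 0% = DMSO wells and 100% = unlabeled Bim-BH3 peptide competitor; inhibitors lower millipolarization by displacing the labeled peptide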
# Target sequence (Q07817 whole entry, looked up): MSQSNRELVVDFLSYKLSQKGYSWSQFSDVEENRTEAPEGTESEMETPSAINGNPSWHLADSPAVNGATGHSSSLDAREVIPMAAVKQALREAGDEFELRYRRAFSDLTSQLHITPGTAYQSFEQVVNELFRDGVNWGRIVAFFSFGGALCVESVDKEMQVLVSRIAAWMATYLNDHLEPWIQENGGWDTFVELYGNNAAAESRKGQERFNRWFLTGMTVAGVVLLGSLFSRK
# Active calls of the source: *; . = not tested or not shown. A portion of the library, so the mix of outcomes need not match the whole.
SMILES,AHR act,PAFAH1B2 FP inh,MCL1 BIM primary,pPAFAH FP inh,Fam108B counter,PME-1 primary,MEX-5 binding,GLD-1 TGE inh,BCLXL inh
O=C(NNC1CC(=O)N(c2ccc(Cl)cc2)C1=O)c1ccccn1 (configuration not stated),2,3,-7,7,1,-5,-0.4,1,-6
O=C(COc1ccc(Cl)cc1)NCc1nnc(SCC(=O)N2CCCc3ccccc32)o1,1,4,4,12,-2,3,1.5,5,3
CC(C)CC(C(=O)N1CCc2ccccc2C1)N1C(=O)c2ccccc2C1=O (configuration not stated),38,6,8,-4,1,2,-2.6,5,10
CC1CCN(C(=O)COc2ccc(S(=O)(=O)N3CCCC3)cc2)CC1,2,6,2,14,-1,5,2.8,4,5
CC(C)C(=O)Nc1sc2c(c1C(N)=O)CCN(Cc1ccccc1)C2,1,3,-2,-1,0,-1,1.9,0,-3
COc1ccc(NC(=O)NNC(=O)c2cc3occc3n2C)c(OC)c1,-1,-1,5,5,0,-3,-0.4,3,2
Cc1cccc(N2CCN(c3nnnn3-c3ccccc3)CC2C)c1 (configuration not stated),3,1,7,1,-4,-1,-2.6,5,6
Cc1ccc(S(=O)(=O)CC(O)COc2ccc(C#N)cc2)cc1 (configuration not stated),-1,4,0,4,2,-1,-0.1,1,0
S=C(NCc1ccccc1)NCc1cccc(CNC(=S)NCc2ccccc2)c1,0,-13,5,1,36*,35*,1.2,5,-4
CN(C(=O)COC(=O)c1cccnc1Nc1cccc(C(F)(F)F)c1)C1CCS(=O)(=O)C1 (configuration not stated),0,2,-9,14,-1,-5,2.0,4,1
Cc1cc(C)cc(NC(=O)NC(C)C2CCCO2)c1 (configuration not stated),14,0,-8,-1,-2,-9,1.5,3,0
CCc1nnc(NC(=O)CN2CCN(Cc3cccc(Cl)c3)CC2)s1,-1,0,4,-3,4,0,-0.2,-3,7
CC#CC[N+](C)(C)CCCCCCCCCCCC,-4,5,4,1,-1,0,2.3,5,-4
CC(=O)Nc1n[nH]c(S(=O)(=O)Cc2ccc(Cl)cc2Cl)n1,-1,5,-4,2,4,-4,1.3,-5,1
Cc1cc(Oc2ccc(C#N)cc2)nc(NCc2ccccc2)n1,4,4,-2,12,0,4,-4.9,5,9
CNS(=O)(=O)c1cccc(C(=O)OCC(=O)Nc2sc3c(c2C#N)CCCCC3)c1,9,6,-4,2,-6,2,0.7,-4,-3
CCc1nc(C)c(-c2ccccc2)c(=O)[nH]1,2,-2,0,3,3,-3,-0.2,0,2
COC(=O)c1c(NC(=O)c2ccco2)sc2c1C(C(=O)OC)CC2 (configuration not stated),7,-1,-4,2,4,2,-1.6,5,4
Cc1ccc(CN(CC2CCCO2)C(=O)CN2C(=O)C(C(C)C)Oc3ccccc32)o1 (configuration not stated),1,3,3,4,5,0,-1.4,2,6
CC1(C)CN(c2ccc(CC#N)cc2)C1=O,3,-1,3,0,7,-2,-0.4,-4,4
CCCn1c(N)c(N(CCOC)C(=O)c2cccc(S(=O)(=O)N3CCCc4ccccc43)c2)c(=O)[nH]c1=O,4,1,-13,-3,2,-1,0.5,4,-4
O=C(Cn1c(=O)sc2ccccc21)Nc1ccc(S(=O)(=O)N2CCCCC2)cc1,10,6,8,-16,-10,-18,-0.2,-3,7
O=C(c1ccc(C(F)(F)F)cc1)C1CCCN(C(=O)CCc2cnccn2)C1 (configuration not stated),3,6,0,6,5,-3,-1.1,0,3
Cn1cc(C(=O)Nc2ccc(C#N)cc2)c2ccccc2c1=O,3,2,3,2,-3,0,0.4,-8,-5
COCCCNc1nc(N)c([N+](=O)[O-])c(Nc2ccccc2OC)n1,56*,.,6,6,-2,-2,-3.5,4,14
C[C@H](CO)N1C[C@H](C)[C@@H](CN(C)S(C)(=O)=O)Oc2c(NC(=O)Nc3ccc4c(c3)OCO4)cccc2C1=O,0,0,.,5,.,.,.,4,.
COCCNC(=O)NC(=O)COC(=O)c1cc([N+](=O)[O-])ccc1Sc1nc(C)cs1,0,3,-14,1,2,1,-0.4,1,-6
O=C(CN(CC1CCCO1)C(=O)CNS(=O)(=O)c1ccccc1)NCc1ccc(F)cc1 (configuration not stated),-4,2,3,15,2,6,-1.2,12,3
CCOc1cc(Br)cc(/C=C2\SC(=Nc3ccccc3)NC2=O)c1O,8,6,7,25*,-1,-2,-0.9,9,7
COc1ccccc1OCc1ccc(C(=O)N(C)C)o1,6,4,4,4,-2,6,0.6,9,3
COc1ccc(S(=O)(=O)N2CCC(C(=O)NC3CCCCC3C)CC2)cc1 (configuration not stated),-1,-1,-1,2,3,-5,-1.1,0,4
CNC(=O)C1Cc2ccccc2CN1S(=O)(=O)c1cccs1 (configuration not stated),0,3,2,2,0,0,-2.2,5,1
Cc1nn(-c2ccccc2)c(Cl)c1/C=C1\C(=O)N(C)C(=S)N1C,-4,1,-3,2,-3,8,1.2,1,4
CC1(C)CC(=O)C(N=Nc2cccc(S(=O)(=O)N3CCOCC3)c2)=C(O)C1,1,-3,-12,3,8,-3,1.1,2,1
Cc1ccc(S(=O)(=O)NCc2ccccc2)cc1C(=O)N1CCCCCCC1,12,4,5,0,3,2,-2.4,3,0
COc1ccc(CC(=O)OCC(=O)N2CCN(S(=O)(=O)c3ccc(C)cc3C)CC2)cc1,-1,-3,4,17,.,4,.,-1,4
Cc1[nH]c2ccccc2c1C(=O)C(=O)NC1CC(=O)N(c2ccc(F)cc2)C1 (configuration not stated),6,-1,-2,-10,-2,-4,-0.3,7,0
CC(=O)Nc1ccc(-c2csc(NC(=O)c3ccc(C)o3)n2)cc1,20,7,-3,-4,2,1,1.3,-3,-3
Cc1c(Br)c(C(=O)N2CCc3ccccc32)nn1C,2,11,-2,-2,1,3,2.4,5,-3
Cc1cc(C)c(C(=O)C(C)OC(=O)c2ccc(Cl)nc2)cc1C (configuration not stated),-2,5,9,4,4,-2,0.3,1,2
O=C(c1cc(C(=O)NCCc2ccccc2)c(=O)n(CCc2ccccc2)c1)c1cc(Cl)ccc1O,4,19,-12,-10,-14,-27,0.1,-3,-1
COc1ccc(OCC(=O)O/N=C(\N)Cc2ccc(Cl)cc2)cc1,10,14,-5,5,1,7,0.8,5,-9
Cn1c(=O)oc2cc(S(=O)(=O)NCCN3CCCCCC3)ccc21,1,1,4,4,-2,5,1.3,3,-4
O=C1COc2ccc(S(=O)(=O)N3CCCC3)cc2N1,1,-1,0,2,-5,7,-0.7,-1,5
Cc1nc2ccccc2nc1OCC(=O)Nc1cc(C(F)(F)F)ccc1N1CCOCC1,5,0,-15,5,2,0,3.9,-2,-3
O=S(=O)(c1ccc(Cl)s1)N1CCCc2cccc(O)c21,18,21,10,2,1,2,1.0,1,2
COC(=O)c1cc2occc2n1Cc1nc(-c2cccc(Cl)c2)oc1C,3,5,2,-4,0,8,-4.0,-4,3
O=C(/C=C/c1ccc([N+](=O)[O-])cc1)Nc1cccc(S(=O)(=O)NC2=NCCCCC2)c1,-1,5,.,0,.,.,.,1,.

# Reformatted: results already given.
SMILES	AHR act	PAFAH1B2 FP inh	MCL1 BIM primary	pPAFAH FP inh	Fam108B counter	PME-1 primary	MEX-5 binding	GLD-1 TGE inh	BCLXL inh
Cc1cc(C)c(C(=O)C(C)OC(=O)c2ccc(Cl)nc2)cc1C (configuration not stated)	-2	5	9	4	4	-2	0.3	1	2
O=C(c1cc(C(=O)NCCc2ccccc2)c(=O)n(CCc2ccccc2)c1)c1cc(Cl)ccc1O	4	19	-12	-10	-14	-27	0.1	-3	-1

# Next part:
SMILES,AHR act,PAFAH1B2 FP inh,MCL1 BIM primary,pPAFAH FP inh,Fam108B counter,PME-1 primary,MEX-5 binding,GLD-1 TGE inh,BCLXL inh
Nc1nc(NCc2ccccc2)n(-c2ccccc2)n1,4,1,13,2,3,-6,1.3,1,8
O=C(COC(=O)c1ccc2c(c1)OCCO2)NC1CCCCC1,1,-2,1,8,.,3,.,7,3
NC(=S)N/N=C/c1c[nH]c2ccccc12,11,5,-5,3,5,9,0.2,0,8
COc1ccc2oc(=O)c(C(=O)N3CCCC3)cc2c1,-1,-7,2,-1,1,-3,2.6,2,4
CC(=O)Nc1ccc(NC(=O)C(C)OC(=O)c2cccc(S(=O)(=O)N3CCCC3)c2)cc1 (configuration not stated),1,3,-19,3,-2,0,1.0,-2,-13
COC(=O)c1ccc(Cl)c(NC(=O)NC23CC4CC(CC(C4)C2)C3)c1,1,-1,-2,-5,-22,-28,3.4,12,2
CCNC(=O)COC(=O)C1CCC(=O)N(c2ccc(OC)cc2)C1c1ccc(OC)cc1 (configuration not stated),-1,4,-9,5,0,0,-0.4,3,-2
COC(=O)c1cc(C)nc2c1C(=O)C(=O)C=C2N1CCOCC1,-1,28*,1,6,71*,36*,-5.7,-4,-2
COCCn1c(N)c(N(Cc2ccccc2)C(=O)C2CCCC2)c(=O)[nH]c1=O,3,6,-12,-10,-6,-9,0.6,-7,-9
Cc1c(C(=O)NCc2cccnc2)oc2ccc(S(=O)(=O)N3CCCCC3)cc12,2,5,-5,0,-1,0,-1.0,3,1
COC(=O)c1cn(C)c2ccc(S(=O)(=O)N3CCOCC3)cc2c1=O,1,14,-6,4,0,-11,-3.0,2,0
CSCCC(NS(=O)(=O)c1c(Cl)cccc1Cl)C(=O)O (configuration not stated),-2,-2,2,-3,4,-1,1.4,-1,3
O=C(Nc1cccc(S(=O)(=O)N2CCOCC2)c1)C1CC(=O)N(c2ccc3c(c2)OCCO3)C1 (configuration not stated),1,-2,-14,-1,.,-2,.,-1,-14
Clc1cccc(NCc2nnc3n2CCCCC3)c1,0,-1,-2,-2,3,0,-0.7,3,2
CCOc1cc(S(=O)(=O)NCc2ccc(OC)cc2)c(OCC)cc1-n1cnnn1,2,-1,-3,-3,-4,7,.,3,0
COc1ccc(S(N)(=O)=O)cc1C(=O)OCCCOc1ccc(F)cc1,0,6,-10,0,2,5,0.3,3,-1
CCCCNC(=O)COC(=O)CCC(=O)c1cccs1,-1,-1,4,7,7,3,0.5,3,0
COc1ccc(-c2nc3ccccc3c(=O)n2CCOc2cc(C)ccc2C)cc1,2,-8,6,6,-1,7,-0.5,2,3
Cc1occc1-c1nnc(SCC(=O)c2ccc3c(c2)OCCO3)n1CC1CCCO1 (configuration not stated),3,-2,0,3,4,-3,-10,-5,0
Cc1cnc(C(=O)Nc2ccccc2-n2cccc2)cn1,10,8,0,3,1,-6,1.6,-4,3
CCc1cccc(CC)c1NC(=O)C(CC)Sc1nc2ccncc2[nH]1 (configuration not stated),-3,1,-4,2,-2,1,0.6,1,0
COc1ccccc1OCCNc1nc2c(c(=O)n(C)c(=O)n2C)n1C,8,2,4,0,0,4,-0.3,5,10
Cc1ccc(C)c(NC(=O)C[n+]2ccccc2)c1,-1,-3,2,5,-2,1,1.2,1,5
Cc1ccccc1-n1nnnc1SCc1csc(-c2ccccc2)n1,12,1,12,-1,0,0,0.5,-4,6
Cc1sc2nc(CSCC(=O)Nc3c(F)cccc3F)[nH]c(=O)c2c1C,7,-7,-4,5,-2,2,-7.6,-3,-5
